IDE inh: inhibitors of human insulin-degrading enzyme in cells | inhibition, % at 5.59 µM | P14735 | HEK cells, FAbetaB cleavage, fluorescence polarization | hit rate 0.41% among 320,000;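 active means percent inhibition above the average of all tested compounds plus 3 SD, set per screening campaign, cut at about 16% in these data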;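 further: IDE supplied by intact live HEK cells; FP after avidin binding of uncleaved biotin substrate so inhibition keeps polarization high; 0% = DMSO wells and 100% = 60 µM reference IDE inhibitor Ii1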
p-CIP stab down: compounds decreasing mouse p/CIP protein stability | F442A p/CIP-EGFP cells, EGFP fluorescence, 16 h | decrease of EGFP signal, % at 10 µM | hit rate 0.01% among 290,000;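 active means EGFP signal decrease of at least 30% at 10 µM or well 3 SD below plate mean, unless failing retest; inactive means the rest, including hits failing retest or dose response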; further: some compounds called inactive have numbers as strong as hits; many of its hits are not listed in these tables
IMP-1 inhibitor: inhibitors of Pseudomonas aeruginosa IMP-1 metallo-beta-lactamase. purified IMP-1, nitrocefin hydrolysis, epi-absorbance fluorescence. inhibition, % at 5.6 µM. hit rate 0.45% among 290,000. AID 1556;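 active means inhibition above the mean plus 3 SD of all compounds in the same screening run, cut at about 4.5% in these data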;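 further: 0% = IMP-1 with DMSO and 100% = DMSO wells lacking enzyme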
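Material – recombinant IMP-1 enzyme, purified · Amount – IMP-1 0.2 nM before substrate addition · Medium – HEPES buffer pH 7.1 with ZnSO4 and Brij 35 · Timing – 25 °C, 15 min preincubation, 25 min reaction · Measured by – plate fluorescence quenching by hydrolysis product, ex 480/em 530 nm · Read-out – percent enzyme inhibition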
UBC9 SUMO inh: SUMOylation inhibition; HTRF SUMOylation assay, SAE1/SAE2 + UBC9, in vitro; hit rate 0.36% among 290,000; P63279; AID 2006; inhibition, % at 35 µM; in the data active means inhibition above about 50%, passing the limit was not always enough; further: strong numbers were not always called active
Target sequence (P63279 whole entry, looked up): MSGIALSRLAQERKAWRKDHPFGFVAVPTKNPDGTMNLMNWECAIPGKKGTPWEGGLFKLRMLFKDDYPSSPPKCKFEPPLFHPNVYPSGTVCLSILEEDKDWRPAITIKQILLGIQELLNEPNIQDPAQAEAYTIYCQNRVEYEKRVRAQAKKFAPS
DNA FID counter: counter-screen for HCV NS3 helicase inhibitors: DNA intercalator displacement. DNA fluorescent intercalator displacement, fluorescence. inhibition, % at 7.9 µM. hit rate 0.17% among 290,000; in the data active means inhibition above about 37%;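 further: 0% = vehicle and 100% = reference compound; higher means more ethidium bromide displaced from hairpin DNA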
IDE act: boosts human insulin-degrading enzyme activity in HEK cells; hit rate 0.073% among 340,000; P14735; FAbeta-B cleavage, fluorescence polarization; 0% vehicle, 100% cell-free pure enzyme wells; activation, % at 5.96 µM;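 active means activation above the mean of all tested compounds plus 3 SD, set per screening campaign, cut at about 17% in these data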
VIM-2 inhibitor: inhibitors of Pseudomonas aeruginosa VIM-2 metallo-beta-lactamase; purified VIM-2, nitrocefin hydrolysis, epi-absorbance fluorescence; inhibition, % at 5.6 µM; hit rate 0.89% among 290,000; AID 1527;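 active means inhibition above the mean of all tested compounds plus 3 SD, cutoff set per screening run, cut at about 7.5% in these data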;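 further: red hydrolysis product quenches plate fluorescence so inhibitors raise well fluorescence; 0% = enzyme with DMSO and 100% = DMSO without enzyme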
PfM18AAP inh: PfM18AAP enzyme inhibition. recombinant PfM18AAP, H-Glu-NHMec fluorogenic cleavage. inhibition, % at 7.35 µM. hit rate 1.2% among 290,000. AID 1822;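 active means inhibition above the campaign mean inhibition over all tested compounds plus 3 SD, cut at about 28% in these data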;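 further: 0% = plate median of test compound wells and 100% = 2 mM ZnCl2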
NS3 helicase inh: blocks Hepatitis C virus NS3 helicase unwinding. AID 1800. inhibition, % at 10.9 µM. hit rate 0.56% among 290,000. NS3 helicase DNA unwinding, Cy5 molecular beacon fluorescence;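 active means inhibition above the mean of all tested compounds plus 3 SD, set per campaign, cut at about 35% in these data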;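 further: 0% = DMSO wells and 100% = thioflavine S control wells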
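System: Hepatitis C virus NS3 helicase domain fragment enzyme | Reagent: Annealed dual-labelled DNA beacon duplex, ATP-started | Compound dosing: 10.9 µM single point, 0.8% DMSO | Incubation: 1 h reaction at 25 °C, ATP-initiated | Technique: Cy5 fluorescence | Evaluation: Percent inhibition from t60/t0 fluorescence ratio | Benchmarks: Low DMSO, high thioflavine S at 110 µM | Replication: Singlicate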
The depositor's hits bear a star; · = no result given. No enrichment for hits. About 3.6% of those tested had a hit in this group.

(1) O=C1OCCC1Sc1nnc(-c2ccccc2Br)n1Cc1ccccc1 (stereo unspecified)
(2) CCCCc1ccc(NC(=O)C(=O)NCCN2CCN(Cc3ccc([N+](=O)[O-])cc3)CC2)cc1
(3) Cc1cccc(C)c1C(=NCCCN(C)C)c1ccccc1
(4) CCN(CC)C(=O)c1[nH]cnc1C(=O)NCC(=O)OCc1ccccc1
(5) CN1CCN(c2cc3c(c4c2[nH]c2ccccc24)C(=O)CC(C)(C)C3)CC1
(6) CCCc1cc(=O)oc2c(C)c(OC3CCCCC3=O)ccc12 (stereo unspecified)
(7) Cc1ccc2nc(-c3ccncc3)c(Nc3ccccc3)n2c1
(8) CN1C(C(=O)NCc2ccccc2)CC2Cn3c(nc4cc(Cl)c(Cl)cc43)C21 (stereo unspecified)
Assay by compound | 1 | 2 | 3 | 4 | 5 | 6 | 7 | 8
IDE inh | -7 | -3 | 2 | 2 | 1 | · | 2 | -6
p-CIP stab down | 2 | -8 | -15 | -5 | -19 | -8 | -9 | 2
IMP-1 inhibitor | -2.1 | -1.6 | -2.7 | -1.5 | 1.9 | -2.1 | 0.3 | ·
UBC9 SUMO inh | 2 | -2 | 9 | 11 | 14 | 12 | 6 | 8
DNA FID counter | -24 | 2 | 14 | -22 | 26 | -13 | -14 | ·
IDE act | 1 | 0 | -1 | 5 | 0 | 5 | 0 | 1
VIM-2 inhibitor | -2.3 | -2.3 | -2.3 | 0.7 | -3.3 | -0.8 | 0.4 | ·
PfM18AAP inh | -3 | -9 | -1 | 3 | 9 | 12 | 0 | ·
NS3 helicase inh | -4 | 19 | -8 | -33 | -86 | 13 | 8 | ·

(9) NC(=O)Nn1c(CCC(=O)O)ccc1-c1ccc(F)cc1
(10) CCSc1nc2ccc(OC)cc2cc1C#N
(11) Cc1cccc(C)c1-n1cccc1/C=C1/C(=N)N2C(=NC1=O)SN=C2S(C)(=O)=O
(12) COc1cccc(-c2nnc(SCC(=O)NCc3ccc4c(c3)OCO4)n2Cc2ccco2)c1
(13) COc1ccc(S(=O)(=O)N2CCCC(C(=O)NC3CCCC3)C2)cc1OC (stereo unspecified)
(14) COC(=O)C1(C)NC(c2cccs2)C2C(=O)N(c3ccc(F)cc3)C(=O)C21 (stereo unspecified)
(15) CCOC(=O)c1cc(C(=O)NC(C)c2ccccc2)c(=O)[nH]c1C (stereo unspecified)
(16) COc1ccc(NC(=O)C2=C(C)Nc3ncnn3C2c2ccccc2C(F)(F)F)c(OC)c1 (stereo unspecified)
Assay by compound | 9 | 10 | 11 | 12 | 13 | 14 | 15 | 16
IDE inh | 2 | 9 | 6 | 9 | 1 | 9 | -5 | -1
p-CIP stab down | -10 | 0 | 3 | 13 | 2 | -3 | -9 | 2
IMP-1 inhibitor | -2.4 | -1.7 | -1.5 | -5.0 | -4.4 | -0.5 | -2.8 | -3.4
UBC9 SUMO inh | 1 | -7 | 18 | 0 | 2 | 11 | 13 | 2
DNA FID counter | 3 | 1 | -24 | -27 | -19 | 2 | -11 | -23
IDE act | 0 | 1 | -1 | -12 | 2 | 3 | -1 | 11
VIM-2 inhibitor | -0.1 | 2.2 | -2.2 | -3.1 | -2.0 | -2.3 | -1.9 | -2.8
PfM18AAP inh | 3 | -3 | -12 | -14 | 2 | -1 | -9 | -3
NS3 helicase inh | 4 | -5 | -4 | 4 | -4 | 0 | 0 | 1

(17) O=C(Nc1ccon1)c1ccccc1F
(18) O=S(=O)(NC1CCCC1)c1cccc(-c2nnc(-c3ccccc3)o2)c1
(19) CCn1cnc2cc(NCc3nc4ccccc4n3Cc3ccccc3)ccc21
(20) N#Cc1ccc(COC(=O)C2CCC(=O)N2)cc1 (stereo unspecified)
(21) Cc1cccc(OCc2nnc(SCC(=O)N3CCN(C(=O)c4ccco4)CC3)n2C)c1C
(22) O=C(CN1CCN(Cc2ccccc2)CC1)N1CCCc2ccccc21
(23) CCOC(=O)N1CCN(C(=O)CNC(=O)c2nn(-c3ccc(OC)c(OC)c3)c(=O)c3ccccc23)CC1
(24) Nc1nc(-c2cccnc2)nc2sc3c(c12)CCCC3
Assay by compound | 17 | 18 | 19 | 20 | 21 | 22 | 23 | 24
IDE inh | 8 | -1 | -1 | 3 | 5 | 0 | 1 | 4
p-CIP stab down | -6 | 4 | 2 | -4 | -5 | -6 | -2 | 1
IMP-1 inhibitor | -2.4 | -2.5 | -3.2 | -5.8 | -1.8 | 0.7 | -2.3 | -1.5
UBC9 SUMO inh | 5 | -10 | -8 | -1 | 2 | 2 | -8 | 14
DNA FID counter | 5 | -31 | 9 | -4 | -36 | 0 | -44 | 8
IDE act | 2 | 4 | 3 | 6 | -3 | 2 | 1 | 0
VIM-2 inhibitor | -0.6 | -4.1 | -2.9 | -2.8 | -2.6 | -3.0 | -1.0 | -2.5
PfM18AAP inh | -2 | 6 | 2 | -4 | 4 | 0 | 0 | 5
NS3 helicase inh | 3 | -6 | -29 | 1 | -6 | -9 | 2 | -5

(25) CC(C)(C)NC(=O)C(c1ccco1)N(Cc1ccc2c(c1)OCO2)C(=O)Cn1nnc2ccccc21 (stereo unspecified)
(26) COc1ccc(/C=C/c2ccccc2)cc1[C@H]1[C@H]2C=CC[C@@H](C)[C@@H]2C(=O)N1Cc1ccccc1
(27) CC(Oc1ccc(Br)cc1)C(=O)Nn1c(=S)[nH]c2ncccc2c1=O (stereo unspecified)
(28) COc1ccc(/C=N/NC(=O)CNC(=O)COc2ccccc2)cc1
(29) Cc1nnc(SCCN2CCOCC2)n1-c1cccc(Cl)c1
(30) Cc1cc(C)n2nc(SCc3cc(=O)oc4cc(O)ccc34)nc2n1
(31) O=C(O)CSc1nc2ccc(Cl)cc2[nH]1
(32) Cc1ccc(CN2CCNC(=O)C2CC(=O)NCC(F)(F)F)o1 (stereo unspecified)
Assay by compound | 25 | 26 | 27 | 28 | 29 | 30 | 31 | 32
IDE inh | -9 | -4 | -7 | 1 | 5 | -3 | 4 | -3
p-CIP stab down | -7 | -11 | -2 | 1 | -6 | -2 | 9 | -3
IMP-1 inhibitor | -3.4 | · | -1.0 | -1.9 | -3.4 | -3.5 | -3.5 | -1.6
UBC9 SUMO inh | -6 | 22 | -3 | 7 | 2 | 10 | -1 | 0
DNA FID counter | -9 | · | 7 | -11 | 1 | -10 | -3 | 6
IDE act | 4 | 5 | · | 3 | 1 | · | -2 | 6
VIM-2 inhibitor | -1.6 | · | -3.4 | -1.1 | -1.1 | 0.3 | -3.6 | -2.3
PfM18AAP inh | -12 | · | 3 | 1 | 1 | -13 | -8 | 0
NS3 helicase inh | -5 | · | 4 | 4 | 0 | 3 | -4 | -13

(33) Cc1ccc(Cl)cc1OCC(=O)NCCOC(=O)Nc1sc(=S)n(C)c1C
(34) Cc1nn2c(N3CCOCC3)cc(C(C)(C)C)nc2c1-c1ccc(Cl)cc1
(35) COC(=O)NN=C1CCC(c2ccccc2)CC1 (stereo unspecified)
(36) COc1ccc(C(=O)N2CCc3cc4c(cc3C2C)OCCCO4)cc1 (stereo unspecified)
(37) Cc1c(C(c2ccc(Br)cc2)c2c(C)n(C)n(-c3ccccc3)c2=O)c(=O)n(-c2ccccc2)n1C
(38) O=C1CCCN1CCCNS(=O)(=O)c1ccc(F)c(F)c1
(39) CC1CCCN(CCCNC(=O)CCn2nc(-c3ccccc3)ccc2=O)C1 (stereo unspecified)
(40) COc1ccccc1C(=O)Nc1ccc(N2CCN(S(C)(=O)=O)CC2)cc1
Assay by compound | 33 | 34 | 35 | 36 | 37 | 38 | 39 | 40
IDE inh | 0 | · | · | 11 | 3 | -8 | -1 | 0
p-CIP stab down | 10 | -1 | -4 | 4 | -14 | -4 | -2 | -8
IMP-1 inhibitor | -2.1 | -3.1 | -0.8 | -2.3 | -2.5 | -1.9 | -1.4 | -3.2
UBC9 SUMO inh | -9 | 26 | -10 | 1 | -2 | 5 | 12 | 26
DNA FID counter | -2 | -6 | -7 | -30 | -32 | -3 | 13 | -13
IDE act | -5 | -1 | 0 | -2 | -3 | 1 | -2 | 4
VIM-2 inhibitor | -1.6 | 0.5 | -0.8 | -2.9 | -1.1 | 1.0 | -1.6 | -2.9
PfM18AAP inh | -3 | -6 | -13 | 2 | 2 | -3 | -8 | 5
NS3 helicase inh | 2 | 2 | 3 | -7 | -9 | 1 | -9 | -2

Full records as entered above. Order of values: IDE inh, p-CIP stab down, IMP-1 inhibitor, UBC9 SUMO inh, DNA FID counter, IDE act, VIM-2 inhibitor, PfM18AAP inh, NS3 helicase inh
CC1CCCN(CCCNC(=O)CCn2nc(-c3ccccc3)ccc2=O)C1 (stereo unspecified) in the list: -1, -2, -1.4, 12, 13, -2, -1.6, -8, -9
COc1ccccc1C(=O)Nc1ccc(N2CCN(S(C)(=O)=O)CC2)cc1 in the list: 0, -8, -3.2, 26, -13, 4, -2.9, 5, -2
COc1ccc(C(=O)N2CCc3cc4c(cc3C2C)OCCCO4)cc1 (stereo unspecified) in the list: 11, 4, -2.3, 1, -30, -2, -2.9, 2, -7

New compounds follow
(41) NCC(=O)Nc1ccc(Br)cc1
(42) CC(C)OCCCNC(=O)C(Cc1ccccc1)NS(=O)(=O)c1ccc2c(c1)CCC(=O)N2 (stereo unspecified)
(43) O=C(/C=C/c1ccc(F)cc1)NCCNC(=O)/C=C/c1ccc(F)cc1
(44) O=C(Nc1ccc2oc(=O)ccc2c1)c1cc([N+](=O)[O-])ccc1N1CCOCC1
(45) CCn1cc(C(=O)O)c(=O)c2cc(F)c(N3CCN(C(=O)Nc4ccccc4)CC3)cc21
(46) Cn1c(-c2ccccc2)c(/C=N/NC(=O)c2cccnc2)c2ccccc21
(47) O=C(Nc1ccc2c(c1)OCO2)c1ccc(Cl)s1
(48) Cc1ccc(Cn2c(=N)n(CC(O)COc3ccccc3)c3ccccc32)cc1 (stereo unspecified)
(49) CCn1nc(NS(=O)(=O)c2ccccc2[N+](=O)[O-])c2cc3ccc(C)cc3nc21
(50) COc1cccc(/C=N/NC(=O)CSc2ccccc2C)c1O
(51) O=C(COC(=O)c1ccco1)NCc1cccs1
Assay by compound | 41 | 42 | 43 | 44 | 45 | 46 | 47 | 48 | 49 | 50 | 51
IDE inh | 1 | 1 | 1 | -5 | 0 | 5 | 0 | -7 | 2 | -2 | 4
p-CIP stab down | 6 | -2 | -15 | -17 | 1 | -1 | -13 | -16 | 7 | -9 | 5
IMP-1 inhibitor | -2.4 | 0.6 | -2.8 | -1.9 | -4.4 | -3.0 | -1.4 | -1.6 | -0.2 | -5.2 | -1.8
UBC9 SUMO inh | -20 | 7 | 12 | 15 | 14 | 1 | 18 | -9 | -8 | -33 | 6
DNA FID counter | -1 | -18 | -4 | 4 | -11 | -31 | 3 | 24 | -34 | -18 | 11
IDE act | 0 | -2 | · | -2 | -6 | -2 | 5 | 6 | 4 | 6 | -4
VIM-2 inhibitor | -1.7 | -2.4 | 0.1 | -2.5 | -0.5 | -2.4 | -1.1 | -3.8 | -1.0 | -2.5 | -2.4
PfM18AAP inh | 2 | 0 | -5 | 0 | 3 | 1 | -9 | -11 | 12 | 7 | -8
NS3 helicase inh | 2 | 2 | -4 | 0 | 7 | 18 | -1 | -37 | 5 | 3 | 6

Screens: PubChem BioAssay, several laboratories
